Screens: PubChem BioAssay, National Center for Advancing Translational Sciences (NCATS)
D1 antagonist = Antagonist of Human D 1 Dopamine Receptor: qHTS; 360,000 compounds, 3.2% hits; activity change, negative = inhibition, % at 10 µM; HEK293 TREx D1 cells, calcium flux, dopamine EC80; hits give low values; in the data active = activity change below about -30%; also: % is scaled to controls: 0 for no effect and ±100 for the full control effect
Target sequence (P21728 whole entry, looked up): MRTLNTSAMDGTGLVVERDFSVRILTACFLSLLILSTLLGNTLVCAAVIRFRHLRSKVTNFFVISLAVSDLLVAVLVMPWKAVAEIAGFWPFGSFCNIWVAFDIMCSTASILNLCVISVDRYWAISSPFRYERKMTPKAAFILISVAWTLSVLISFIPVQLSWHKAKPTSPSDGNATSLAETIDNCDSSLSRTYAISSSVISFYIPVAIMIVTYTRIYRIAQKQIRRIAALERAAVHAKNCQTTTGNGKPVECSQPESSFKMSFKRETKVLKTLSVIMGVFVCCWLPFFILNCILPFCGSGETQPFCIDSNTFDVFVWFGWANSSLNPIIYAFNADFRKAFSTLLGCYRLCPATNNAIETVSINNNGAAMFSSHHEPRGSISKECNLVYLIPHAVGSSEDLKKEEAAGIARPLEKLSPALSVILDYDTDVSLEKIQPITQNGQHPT
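Tetracycline-induced HEK293 T-REx cells with force-coupled D1 receptor were loaded with a no-wash calcium dye. Compound was added after a 10 s baseline and read kinetically for 180 s; EC80 dopamine was then added and calcium flux followed another 180 s.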
LDHA block = qHTS assay for inhibitors of human lactate dehydrogenase | activity change, % (values are at about 110 or 230 µM) | AID 1347041, 2019 | purified LDHA, NADH/diaphorase-resazurin fluorescence; hits give low values | L-lactate dehydrogenase A chain (Homo sapiens), P00338 | 480,000 compounds, 0.15% hits; in the data active = activity change below about -30%;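 also: plate controls were DMSO wells for no effect and wells without enzyme for full effect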
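Human LDH5 at 2 nM final in Tris HCl pH 7.4 with 0.06 mM NADH and 0.2 mM pyruvate, reacted 5 minutes at room temperature. Remaining NADH coupled via diaphorase/resazurin; resorufin fluorescence read at 0 and 20 minutes, normalized to enzyme-free and DMSO wells.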
RXFP1 ag = qHTS Assay for Agonists of the Relaxin Receptor RXFP1; AID 2676, 2010; HEK293T-RXFP1 cAMP TR-FRET, 30 min; response scale: percent of porcine relaxin response, buffer zero; 370,000 compounds, 0.3% hits; Potency, µM (series often up to 57.5 µM), for the others: top-dose activation, usual class: activators; also: potency is read from the fitted curve at half-maximal effect; % is scaled to controls: 0 for no effect and ±100 for the full control effect; nearly all actives have a fitted effect of over 60% in size; many of its hits are not listed in these tables
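HEK293T cells stably expressing RXFP1 were pretreated with the PDE4 inhibitor Ro 20174, exposed to compounds for 30 min at 37C, lysed, and cAMP was read by TR-FRET. Data normalized to buffer (basal) and 29 nM porcine relaxin (100%).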
Vif-APOBEC3F blk = qHTS for Inhibitors of Vif-A3F Interactions: qHTS; HeLa A3F-eYFP + Vif (tagged APOBEC3F with the HIV-1 protein that degrades it), YFP fluorescence increase; Potency, µM (doses to about 46.1 µM), for inactives: top-dose activity, negative = active; 390,000 compounds, 0.2% hits; AID 602313, 2012; also: potency is read from the fitted curve at half-maximal effect; % of control where 0% means no effect; nearly all actives have a fitted effect of over 65% in size
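Fluorescence increase (Ex 488/Em 500-530) after overnight compound treatment at 37 deg C flags inhibition of Vif-driven A3F-eYFP loss in stable HeLa A3F-eYFP/Vif cells seeded overnight beforehand.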
Glioma ERSR ind = qHTS for Inducers of the Endoplasmic Reticulum Stress Response (ERSR) in Human Glioma: qHTS; AID 602332, 2012; Potency, µM, inactives show at the top dose activation, actives largely listed as activators; 420,000 compounds, 0.02% hits; U87-MG GRP78 promoter luciferase reporter, 16 h; also: potency is read from the fitted curve at half-maximal effect; series mostly up to about 76 µM; % of control where 0% means no effect; nearly all actives have a fitted effect of over 35% in size
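Stably transfected U87-MG glioma cells carrying a GRP78-based luciferase sensor; 16 h compound incubation. Luminescence end-point read 10 min after Bright-Glo addition at room temperature.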
D1 agonist = Allosteric Agonists of the Human D1 Dopamine Receptor: qHTS; D(1A) dopamine receptor (Homo sapiens), P21728; 360,000 compounds, 1% hits; activation, % at 2 µM; HEK293 T-REx D1 cells, calcium flux, agonist mode; in the data active = activation above about 30%; also: 0% is about no effect
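Tetracycline-induced HEK293 TREx D1 cells, force-coupled to calcium signalling, were dye-loaded with a no-wash calcium kit. Compound was pin-added after a 10 s baseline. Fluorescence was read kinetically at 1 cycle/s for 180 s, with calcium rises flagged as agonism.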
D2 potentiator = HTS Assay for Positive Allosteric Modulators of the Human D2 Dopamine Receptor: Primary Screen for Potentiators; D(2) dopamine receptor (Homo sapiens), P14416; HEK293 T-REx D2, calcium flux, EC20 dopamine potentiation; potentiation, % at 10 µM; 340,000 compounds, 0.34% hits; AID 485347, 2010;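 active = potentiation over 3 SD above the plate norm, cut at about 30% in these data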; also: 0% is about no effect
Target sequence (P14416 whole entry, looked up): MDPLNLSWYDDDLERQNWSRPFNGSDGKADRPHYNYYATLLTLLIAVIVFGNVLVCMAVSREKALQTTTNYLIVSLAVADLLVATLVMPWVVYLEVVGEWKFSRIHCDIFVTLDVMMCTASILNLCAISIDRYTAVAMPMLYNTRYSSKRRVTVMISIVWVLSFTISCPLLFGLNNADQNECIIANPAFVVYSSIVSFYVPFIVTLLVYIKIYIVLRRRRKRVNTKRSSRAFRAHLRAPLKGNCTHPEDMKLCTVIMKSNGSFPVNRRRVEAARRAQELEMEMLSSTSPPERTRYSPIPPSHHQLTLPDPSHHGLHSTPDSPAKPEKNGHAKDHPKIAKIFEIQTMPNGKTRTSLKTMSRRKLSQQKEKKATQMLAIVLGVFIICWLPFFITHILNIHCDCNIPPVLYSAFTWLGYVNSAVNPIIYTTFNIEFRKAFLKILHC
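Tetracycline-induced HEK293 T-REx cells force-coupled to calcium signalling expressed D2; compounds were pin-added after a 10 s baseline, read kinetically 180 s, then an EC20 dopamine challenge followed with a further 180 s calcium read.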
D1 potentiator = Potentiators of Human D1 Dopamine Receptor: qHTS | potentiation, % at 10 µM | HEK293 TREx D1 cells, calcium flux, dopamine EC20 potentiation | 360,000 compounds, 0.036% hits; in the data active = potentiation above about 30%; also: 0% is about no effect
Vif-APOBEC3G blk = qHTS for Inhibitors of Vif-A3G Interactions: qHTS. DNA dC->dU-editing enzyme APOBEC-3G (Homo sapiens), Q9HC16. HeLa A3G-eYFP + Vif (tagged APOBEC3G with the HIV-1 protein that degrades it), YFP fluorescence, overnight. Potency, µM (highest dose often 46.1 µM), inactives show top-dose activity, negative = active, most hits filed as inhibitors. 410,000 compounds, 0.076% hits. AID 602310, 2012;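 also: potency is read from the fitted curve at half-maximal effect; % is scaled to controls: 0 for no effect and ±100 for the full control effect; nearly all actives have a fitted effect of over 60% in size; hits raise eYFP signal because A3G escapes Vif-driven loss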
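Read-out is eYFP fluorescence (Ex 488/Em 500-530) from Vif-expressing HeLa A3G-eYFP cells; more signal means A3G escaped Vif-mediated degradation. Cells plated overnight, compound pinned in, incubated overnight at 37 deg C.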
An asterisk follows results filed as active; . = not tested or not shown; & = joins results of further samples. Unless noted, calls follow the shape of the dose curve; as a rule, active = well fitted curve in the direction sought with a large enough effect; inconclusive = small, poorly fitted or top-dose-only effect, or another doubt; inactive = no such curve, though single readings can be large; an effect the other way counts as inactive or inconclusive. The list is partial, so the mix of outcomes need not match the whole.

SMILES | D1 antagonist | LDHA block | RXFP1 ag | Vif-APOBEC3F blk | Glioma ERSR ind | D1 agonist | D2 potentiator | D1 potentiator | Vif-APOBEC3G blk
O=C(NC1CCCC1)C(c1ccc(F)cc1)N(C(=O)Cc1cccs1)c1ccc2c(c1)OCCO2 (stereo not drawn) | 9 | -4 | -2.6% | 4% | -1% | 2 | -1 | -3 | 0%
Cc1ccc([N+](=O)[O-])cc1N(CC(=O)NC1CCCC1)S(C)(=O)=O | 3 | -2 | 2.1% | 4% | -3% | 5 | . | -1 | 2%
CC(=O)Nc1ccc(NC(=O)c2csnn2)cc1 | 1 | -2 | -7.1% | 1% | -3% | 0 | 22 | -1 | 1%
O=C(CNC(=S)NC(=O)c1ccc(F)cc1)c1ccccc1 | 3 | -2 | 4.1% | 16% | -2% | 2 | 7 | -2 | 6%
N#Cc1c(SCC(N)=O)nsc1SCc1ccc(Cl)cc1 | -26 | -3 | 1.9% | 3% | -1% | 5 | 28 | 1 | -9%
CCOC(=O)C1CCN(C(=O)CNS(=O)(=O)c2cccs2)CC1 | 4 | -19 | -1.1% | 3% | -4% | -2 | 1 | 1 | 1%
O=C(Nc1nnc(Cc2ccccc2)s1)Nc1ccccc1F | -21 | -9 | -0.9% | -14% | 1% | 3 | 12 | 0 | 10%
CC1CC(C)(C)CC2(C1)NC(=O)N(CC(=O)N1CCN(S(=O)(=O)c3cccc(Cl)c3Cl)CC1)C2=O (stereo not drawn) | . | -12 | . | -1% | -4% | . | . | . | 2%
COC(=O)c1ccc(NC(=O)c2cccc(OC)c2)cc1 | -52* | -5 | 0.2% | 2% | 9% | 23 | -2 | -3 | -9%
CCOc1cc2[nH]c(=O)n(CCCC(=O)N3CCN(c4ccc(OC)cc4)CC3)c(=O)c2cc1OCC | -1 | -1 | 0.4% | -3% | -1% | 1 | 9 | 0 | -6%
CC1Oc2ccccc2OC1C(=O)Nc1nccs1 (stereo not drawn) | 15 | -12 | -0.3% | -1% | 6% | 2 | -5 | -6 | -5%
CCN=C1NN=C(c2ccc(C)cc2)CS1 | -12 | 0 | 2.2% | -2% | 0% | 1 | 7 | -2 | 2%
COc1cc(OC)c(OC)cc1CCC(C)NC(=O)Cc1ccccc1 (stereo not drawn) | -10 | 1 | 6.9% | 18% | -2% | 3 | 5 | -7 | 0%
O=C(NCc1ccco1)C(C(=O)c1ccc(F)cc1)n1ccccc1=O (stereo not drawn) | 2 | -1 | -0.9% | 5% | -2% | 0 | 1 | 4 | -1%
COc1ccc(Cl)cc1NC(=O)CSc1nc(=O)[nH]c2c1CCCC2 | . | -14 | 0.6% | 0% | -3% | 7 | 4 | -1 | 5%
CCCC(C(=O)NCc1ccco1)N(C(=O)CNS(=O)(=O)c1ccccc1)c1ccccc1OC (stereo not drawn) | -7 | 1 | -1.7% | 1% | -6% | -1 | 1 | -5 | 2%
Cc1ccc2c(c1)c1c(c(=O)n(-c3ccccc3C)c(=O)n1Cc1cccc(F)c1)n2C | -2 | 2 | 7.0% | 5% | 0% | 2 | -1 | -3 | -10%
Cc1cc(NC(=O)CN2CCN(c3cccc(Cl)c3)CC2)no1 | -23 | -6 | -0.9% | -11% | -1% | 4 | -10 | -5 | 1%
Cc1cc(F)ccc1NS(=O)(=O)c1c(C(=O)N2CCOCC2)c(C)n(C)c1C | -16 | 1 | 0.0% | -9% | 0% | 2 | 3 | 2 | 0%
O=C(CSc1nnc(-c2ccccc2Cl)o1)N1CCCCC1 | -9 | -4 | -0.3% | -2% | -1% | -2 | 9 | 11 | -12%

Another view of part of the listing above:
> CCOC(=O)C1CCN(C(=O)CNS(=O)(=O)c2cccs2)CC1
  D1 antagonist = 4; LDHA block = -19; RXFP1 ag = -1.1%; Vif-APOBEC3F blk = 3%; Glioma ERSR ind = -4%; D1 agonist = -2; D2 potentiator = 1; D1 potentiator = 1; Vif-APOBEC3G blk = 1%

> CC1Oc2ccccc2OC1C(=O)Nc1nccs1 (stereo not drawn)
  D1 antagonist = 15; LDHA block = -12; RXFP1 ag = -0.3%; Vif-APOBEC3F blk = -1%; Glioma ERSR ind = 6%; D1 agonist = 2; D2 potentiator = -5; D1 potentiator = -6; Vif-APOBEC3G blk = -5%

The results go on:
SMILES | D1 antagonist | LDHA block | RXFP1 ag | Vif-APOBEC3F blk | Glioma ERSR ind | D1 agonist | D2 potentiator | D1 potentiator | Vif-APOBEC3G blk
Cc1ccc(S(=O)(=O)NCCC(=O)N2CCC(Cc3ccccc3)CC2)cc1 | -15 | 0 | 1.6% | -3% | 1% | 4 | 2 | -6 | 6%
O=S(=O)(c1cccc2cccnc12)N1CCN(Cc2ccc3c(c2)OCO3)CC1 | 1 | 2 | 2.3% | 3% | 0% | 1 | 4 | -2 | 0%
COc1cc(C2C(C(=O)OCC(C)C)=C(C)N=C3SCCC(=O)N32)ccc1OCc1ccccc1 (stereo not drawn) | 7 | -7 | 3.6% | 1% | -1% | 6 | -7 | -4 | -3%
C=CC[C@@H](CC(=O)OC(C)(C)C)C(=O)OC[C@H]1CCCN1C(=O)[C@@H](CC=C)CC(=O)N(CCO)Cc1ccccc1 | . | 0 | . | 2% | -3% | . | . | . | 2%
O=C(NNc1ccc([N+](=O)[O-])cc1)C12CC3CC(CC(C3)C1)C2 | -19 | -3 | -0.2% | 0% | 1% | -1 | 11 | -2 | 0%
CCOc1ccccc1NC(=O)COC(=O)c1cc(C(=O)OC)cc([N+](=O)[O-])c1 | 4 | -5 | 3.9% | -5% | -3% | 2 | -2 | -8 | 2%
CCN(CC)S(=O)(=O)c1ccc2c(c1)c(=O)c(C(=O)N1CCN(c3ccccc3OC)CC1)cn2C | -21 | 2 | 19% | -1% | -4% | -2 | -5 | 3 | -3%
COc1cccc(CN2CCC(C(=O)N3CCN(c4ccccc4F)CC3)CC2)c1 | 0 | -8 | 1.2% | -1% | -3% | 6 | -8 | -4 | -1%
CCOC(=O)C1=C(CNC(C)(C)CC(C)(C)C)NC(=O)NC1c1cccc([N+](=O)[O-])c1 (stereo not drawn) | 5 | -1 | 4.2% | -13% | 1% | 8 | -2 | 8 | 2%
CC1(c2nnc(-c3ccncc3)o2)CC(c2ccc(F)cc2)=NO1 (stereo not drawn) | -21 | -3 | 0.9% | -2% | -3% | 13 | 8 | -5 | 2%
CCCC(C)C(=O)Nc1nc(C)c(-c2csc(Nc3ccc(Cl)cc3)n2)s1 (stereo not drawn) | -3 | -2 | -0.5% | 3% | -2% | 1 | 3 | -2 | -7%
COc1ccc(NC(=O)C2CCCC2)cc1 | 48 | -4 | -3.6% | -12% | -1% | -4 | 5 | -1 | 1%
CC(=O)c1cccc(N2C(=NC(=O)C(C)C)SC3CS(=O)(=O)CC32)c1 (stereo not drawn) | -9 | 5 | 2.9% | -15% | -7% | 2 | . | -2 | -1%
COc1cc(/C=C/C(=O)OCc2csc(CC(=O)Nc3ccc(C)cc3)n2)ccc1OCC#N | 7 | -1 | -0.1% | 4% | -2% | 5 | -2 | 0 | 0%
O=C(O)C1C2C=CC3(CN(c4cccc(C(F)(F)F)c4)C(=O)C13)O2 (stereo not drawn) | 7 | -4 | 0.2% | -8% | -1% | 1 | 6 | -6 | 0%
CCC(Sc1nc2ccncc2[nH]1)C(=O)Nc1ccc(F)cc1 (stereo not drawn) | 29 | 2&-6 | 1.4% | -11% | -3% | -2 | 26 | 0 | -5%
CCOc1ccccc1NC(=O)c1c(NCc2sccc2C)sc2c1CCC(C)C2 (stereo not drawn) | 2 | 4 | -1.3% | . | . | 1 | 0 | -5 | .
C=CCN(C(=O)c1csnn1)C(C(=O)NCc1ccccc1)c1ccccc1F (stereo not drawn) | -10 | -1 | 2.9% | -17% | -4% | 3 | 0 | . | 0%
CC(=O)N1CCSc2ccc(S(=O)(=O)NCc3ccccc3)cc21 | 4 | -1 | 1.9% | -7% | -2% | 13 | -4 | -7 | 1%
CS(=O)(=O)Nc1ccc(S(=O)(=O)N2CCCC2)cc1 | 7 | -4 | -1.6% | 5% | -5% | 2 | -1 | -1 | -1%
COc1ccc(-c2nnc(SCC(=O)NCC3CCCO3)o2)cc1 (stereo not drawn) | 4 | -2 | 0.3% | 1% | 3% | 1 | -2 | -2 | 2%
O=C(Cc1ccccc1)Nc1cccc(S(=O)(=O)N2CCCCCC2)c1 | -24 | -1 | 0.6% | -2% | -4% | 9 | 3 | -3 | 1%
COc1ccc(OC)c(C(=O)CN2C(=O)N(c3ccc(C)cc3)S(=O)(=O)c3ccccc32)c1 | 4 | 2 | 6.8% | 5% | -4% | 7 | -2 | -1 | -2%
CC(OC(=O)CNC(=O)C12CC3CC(CC(C3)C1)C2)C(=O)Nc1ccc(N2CCOCC2)cc1 (stereo not drawn) | -12 | 4 | -0.8% | 3% | 2% | 0 | . | -11 | -8%
CCCN(CC1CC1)C(=O)COC(=O)c1ccc(CNS(=O)(=O)c2ccc(F)c(Cl)c2)cc1 | -20 | -3 | 2.4% | -5% | -3% | 10 | 7 | -10 | -3%
Cc1ccc(C)c(S(=O)(=O)NCCC(=O)N2CCCC(C(N)=O)C2)c1 (stereo not drawn) | -15 | -6 | 0.5% | -6% | 0% | 2 | -1 | -4 | -5%
CC(=O)c1cnc(SCC(=O)O)nc1C | -8 | -9 | -0.1% | 6% | -2% | 1 | -1 | 0 | 0%
O=c1cc(-c2ccc(O)c(O)c2)oc2c1ccc1ccccc12 | -1 | -1 | 1.3% | 0% | 2% | 1 | -2 | -2 | -2%
COc1ccc(CCNC(=O)COC(=O)c2cc(OC)c(OC)cc2OC)cc1 | -12 | -8 | -0.9% | 15% | -3% | 1 | 9 | 8 | -7%
